LYPLA2 counter – counter-screen for PME1 inhibitors: inhibitors of human LYPLA2; 320,000 tested, 0.38% active; AID 2177; inhibition, % at 5.9 µM; recombinant LYPLA2, FP-Rh probe fluorescence polarization; O95372;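 active = inhibition above the screen-wide mean plus 3 SD, limit set per campaign, cut at about 26% in these data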;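 also: 0% = LYPLA2 with DMSO and 100% = wells lacking LYPLA2 enzyme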
LYPLA1 inh – LYPLA1 (human) inhibition in PME1 counter-screen; 320,000 tested, 0.16% active; recombinant LYPLA1, FP-Rh probe fluorescence polarization; O75608; inhibition, % at 5.9 µM;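 active = inhibition above the mean of all tested compounds plus 3 SD, set per campaign, cut at about 14% in these data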;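 also: inhibitors block serine hydrolase probe labeling of LYPLA1 so polarization falls; 0% = enzyme with DMSO and 100% = wells lacking LYPLA1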
PREPL inhibitor – inhibitors of human prolyl oligopeptidase-like enzyme PREPL. recombinant PREPL, fluorescence polarization activity-based probe. inhibition, % at 5.96 µM. 320,000 tested, 0.68% active; in the data active = inhibition above about 43%;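 also: 0% = enzyme with DMSO and 100% = wells lacking enzyme; many of its hits are not listed in these tables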
PME-1 inh – blocks human protein phosphatase methylesterase 1; AID 2130; 320,000 tested, 0.53% active; recombinant PME-1, FP-Rh probe fluorescence polarization; inhibition, % at 5.9 µM; Q9Y570;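 active = inhibition above the campaign mean of all compounds plus 3 SD, cut at about 26% in these data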;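 also: competitive labeling of PME-1 active site by serine hydrolase directed probe; 0% = PME-1 with DMSO and 100% = wells lacking PME-1 enzyme; inhibitors block probe labeling so polarization falls and inhibition rises; many of its hits are not listed in these tables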
GSTO1 inh – counter-screen for RBBP9 inhibitors: inhibitors of human GSTO1. P78417. recombinant GSTO1, activity-based probe fluorescence polarization. inhibition, % at 5.96 µM. 300,000 tested, 1.1% active. AID 1974;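 active = inhibition above the campaign mean inhibition plus 3 SD, cut at about 35% in these data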;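 also: 0% = GSTO1-1 with DMSO and 100% = wells lacking GSTO1-1 enzyme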
pPAFAH FP inh – pPAFAH (human) enzyme inhibition; Q13093; recombinant pPAFAH, FP-rhodamine probe fluorescence polarization; inhibition, % at 3.39 µM; 330,000 tested, 1.5% active; AID 463082;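 active = inhibition above the mean inhibition across the screen plus 3 SD, cut at about 25% in these data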;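 also: inhibitors block binding of the rhodamine activity-based probe so polarization drops; 0% = enzyme with DMSO and 100% = wells lacking pPAFAH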
PAFAH1B3 inh – PAFAH1B3 (human) inhibition; Q15102; recombinant PAFAH1B3, FP-rhodamine probe, fluorescence polarization; inhibition, % at 3.39 µM; 340,000 tested, 0.28% active;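 active = inhibition above the screen-wide average of all tested compounds plus 3 SD, cut at about 25% in these data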;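 also: 0% = enzyme with DMSO only and 100% = wells lacking PAFAH1B3 protein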
Target sequence (Q15102 whole entry, looked up): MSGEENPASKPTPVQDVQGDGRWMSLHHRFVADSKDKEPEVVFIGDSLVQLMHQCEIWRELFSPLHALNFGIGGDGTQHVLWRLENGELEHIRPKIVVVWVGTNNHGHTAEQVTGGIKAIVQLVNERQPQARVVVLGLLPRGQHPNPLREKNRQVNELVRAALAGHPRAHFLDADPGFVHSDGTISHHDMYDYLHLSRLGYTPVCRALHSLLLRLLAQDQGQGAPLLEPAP
PAFAH1B2 FP inh – inhibitors of human PAFAH1B2 | 340,000 tested, 1.2% active | inhibition, % at 3.39 µM | AID 492953 | P68402 | recombinant PAFAH1B2, FP-rhodamine activity probe, fluorescence polarization;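 active = inhibition above the mean of all tested compounds plus 3 SD, cut at about 24% in these data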;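 also: 0% = enzyme with DMSO and 100% = wells lacking PAFAH1B2; many of its hits are not listed in these tables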
PAD4 inh – inhibitors of human PAD4; Q9UM07; recombinant PAD4, RCA probe fluorescence polarization; inhibition, % at 6.36 µM; 330,000 tested, 0.41% active;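 active = percent inhibition above a cutoff equal to the mean of all tested compounds plus 3 SD, cut at about 15% in these data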;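 also: 0% = PAD4 with RCA probe and DMSO and 100% = probe without PAD4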
Target sequence (Q9UM07 whole entry, looked up): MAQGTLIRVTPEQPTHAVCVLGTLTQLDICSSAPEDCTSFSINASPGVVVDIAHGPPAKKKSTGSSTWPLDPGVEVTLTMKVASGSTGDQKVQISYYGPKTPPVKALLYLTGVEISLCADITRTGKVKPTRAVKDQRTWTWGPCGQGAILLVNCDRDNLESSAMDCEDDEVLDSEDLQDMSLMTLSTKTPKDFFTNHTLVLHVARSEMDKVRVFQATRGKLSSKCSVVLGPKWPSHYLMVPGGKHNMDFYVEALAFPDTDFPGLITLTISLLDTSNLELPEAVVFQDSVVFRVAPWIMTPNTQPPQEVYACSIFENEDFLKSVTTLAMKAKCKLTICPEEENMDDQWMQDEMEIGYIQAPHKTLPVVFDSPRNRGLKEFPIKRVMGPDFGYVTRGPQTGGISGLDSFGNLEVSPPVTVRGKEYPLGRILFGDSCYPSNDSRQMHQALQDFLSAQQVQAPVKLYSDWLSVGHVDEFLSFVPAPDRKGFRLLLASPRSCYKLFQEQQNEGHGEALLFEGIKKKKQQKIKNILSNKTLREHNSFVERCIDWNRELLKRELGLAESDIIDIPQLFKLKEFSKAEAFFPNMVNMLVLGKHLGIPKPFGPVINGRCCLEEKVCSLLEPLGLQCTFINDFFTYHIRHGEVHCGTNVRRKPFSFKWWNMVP
Active calls of the source: *; / = not tested or not shown.

no.	structure	PREPL inhibitor	PAFAH1B3 inh	LYPLA2 counter	pPAFAH FP inh	PAD4 inh
1	Cc1cc(NC(=O)Nc2ccc(OCc3ccccc3)cc2)n(C)n1	22	2	2	2	1
2	C#CCOCCOCCOCCNc1nc(N2CCOCC2)nc(N2CCN(C(=O)[C@H]([C@@H](C)CC)n3cc(CCCN=C(N)N)nn3)CC2)n1	19	7	1	0	-4
3	CCOC(=O)C(=O)Nc1cc([N+](=O)[O-])ccc1C	5	6	11	2	0
4	S=c1[nH]ncn1/N=C/c1ccc(N2CCOCC2)cc1	-8	2	2	1	-1
5	Cc1cccc(N2CCN(S(=O)(=O)c3c(C)[nH]c(=O)[nH]c3=O)CC2)c1C	2	-5	-2	4	1
6	Cc1nnc(NC(=O)CSc2cn(Cc3ccccc3)c3ccccc23)s1	-6	4	0	1	4
7	CC(C)c1cccc(OCCN2CCCC2)c1	-6	9	2	6	-1
8	Cc1cc(C)c(OCCCCN(C)C)c(Br)c1	-32	4	-6	-3	-2
9	O=C1CCc2cc(S(=O)(=O)NCCc3ccccc3)cc3c2N1CC3	-12	5	-3	10	-2
10	O=C(c1ccco1)N1CCN(C(=O)c2ccccc2Oc2ccccc2)CC1	6	2	4	4	1
11	COCC(=O)Nc1ccc(Br)cc1C	12	2	8	-2	-1
12	CC1CCc2cc(F)ccc2N1C(=O)CSc1nnc2c(n1)[nH]c1ccccc12 (configuration not stated)	-39	3	-8	-5	-3
13	COC(=O)c1ccc(Cn2cnc3c(cnn3-c3ccc(F)cc3)c2=O)o1	2	4	8	2	8
14	O=C(CCN1C(=O)/C(=C\c2ccccc2Cl)SC1=S)Nc1cccnc1	4	11	-10	1	-8
15	CCCCn1nc2cc(C(=O)NC[C@@H]3CCCO3)ccc2c1OCC	5	-2	0	6	2

no.	PME-1 inh	PAFAH1B2 FP inh	LYPLA1 inh	GSTO1 inh
1	0	9	-7	-2
2	-4	2	1	-3
3	-4	-3	2	6
4	-2	4	-2	-1
5	3	-2	1	3
6	1	0	-1	2
7	3	-3	4	4
8	2	0	4	5
9	-5	1	0	10
10	0	2	0	2
11	-1	3	3	6
12	-9	8	-4	-3
13	8	3	2	-3
14	1	3	-5	3
15	3	11	1	-1

The list goes on:
no.	structure	PREPL inhibitor	PAFAH1B3 inh	LYPLA2 counter	pPAFAH FP inh	PAD4 inh
16	COn1c(-c2ccc(Cl)cc2)nc2ncccc21	-1	1	-1	10	-1
17	COc1ccc(CNc2ncc(-c3ccccc3)n2C)c(OC)c1OC	12	7	-2	5	5
18	Cc1ccc(S(=O)(=O)Nc2cccc(C(=O)NC3CCN(Cc4ccccc4)CC3)c2)cc1F	9	2	4	8	1
19	CC(O)[C@H]1CN=C(N)N1CCCCC1CCCCC1 (some centres not stated)	-9	3	-2	0	-1
20	O=C(CSc1nnc(-c2cccs2)o1)NCc1ccco1	-5	2	1	-4	0
21	Cc1ccc(S(=O)(=O)N(CC(=O)Nc2cc(C)ccc2C)C(=O)N2CCN(C)CC2)cc1	-3	-8	2	4	4
22	O=C(COC(=O)c1ccc(S(=O)(=O)N2CCCC2)cc1)NCc1cccs1	10	9	3	9	-2
23	COc1ccccc1NC(=O)CSc1nnc(Cc2cccn2C)n1-c1ccc(F)cc1	-3	0	-1	9	-1
24	COc1ccccc1-c1cc2nc(C)c(CCC(=O)NCc3ccco3)c(C)n2n1	-4	1	5	5	-2
25	O=c1cc2ncc(-n3cc([N+](=O)[O-])cn3)cn2[nH]1	5	-2	-11	-4	-9
26	COc1ccccc1-c1noc(CSc2nc(C)cc(=O)[nH]2)n1	-4	6	3	0	-2
27	CCOC(=O)C1CCN(S(=O)(=O)c2cn(C)c(=O)n(C)c2=O)CC1	4	-9	2	-2	-4
28	COc1ccc(NC(=O)CSc2ncn(-c3ccccc3)n2)cc1Cl	-45	6	0	2	-1
29	CN1CCN(C(CNS(=O)(=O)c2cccs2)c2cccnc2)CC1 (configuration not stated)	-3	-4	2	2	-3
30	Cc1ccc(NC(=O)CCCNC(=O)c2ccc(Cl)cc2)nc1	0	5	2	7	-6

no.	PME-1 inh	PAFAH1B2 FP inh	LYPLA1 inh	GSTO1 inh
16	-7	5	-2	0
17	3	3	-3	2
18	3	-2	-2	11
19	-3	4	-1	0
20	-2	0	1	0
21	0	-1	1	10
22	9	1	3	-5
23	-6	7	3	-1
24	-1	0	0	1
25	-7	-1	-3	15
26	2	1	-1	-1
27	1	2	5	0
28	-1	1	-9	2
29	0	-1	-2	-3
30	6	17	0	-1

Profiles, looked up by structure.
`COc1ccc(NC(=O)CSc2ncn(-c3ccccc3)n2)cc1Cl` is listed as PREPL inhibitor = -45; PAFAH1B3 inh = 6; LYPLA2 counter = 0; pPAFAH FP inh = 2; PAD4 inh = -1; PME-1 inh = -1; PAFAH1B2 FP inh = 1; LYPLA1 inh = -9; GSTO1 inh = 2
`CN1CCN(C(CNS(=O)(=O)c2cccs2)c2cccnc2)CC1` (configuration not stated) is listed as PREPL inhibitor = -3; PAFAH1B3 inh = -4; LYPLA2 counter = 2; pPAFAH FP inh = 2; PAD4 inh = -3; PME-1 inh = 0; PAFAH1B2 FP inh = -1; LYPLA1 inh = -2; GSTO1 inh = -3

Later entries:
no.	structure	PREPL inhibitor	PAFAH1B3 inh	LYPLA2 counter	pPAFAH FP inh	PAD4 inh
31	CCCC(=O)N(CCN1CCOCC1)c1nc2c(OC)ccc(OC)c2s1	9	3	0	5	1
32	O=C(OCCN1C(=O)c2ccccc2C1=O)c1cc(S(=O)(=O)N2CCOCC2)ccc1F	-1	14	5	3	-2
33	COc1ccc(CNC(=O)CN2C(=O)CCSc3ccc(S(=O)(=O)N4CCCC4)cc32)cc1	-4	8	-5	6	1
34	COc1ccc(CN(C(=O)c2cccs2)c2ccccc2)cc1	-14	8	7	8	1
35	O=C(/C=C/c1ccccc1[N+](=O)[O-])NNC(=O)c1ccncc1	0	8	1	2	3
36	O=C(CSc1nncn1-c1cccnc1)Nc1cccc(C(F)(F)F)c1	-25	8	-1	2	1
37	CCc1ccc(NC(=O)CSc2nnc(-c3cnccn3)n2C)cc1	-30	1	5	6	-3
38	COc1cc(C2C(C(C)=O)=C(O)C(=O)N2CCN2CCOCC2)ccc1O (configuration not stated)	2	3	-7	3	1
39	Cc1nn(-c2ccccc2)c2[nH]c(=O)cc(C(F)F)c12	13	13	7	2	3
40	Cc1c(C(=O)N2CCOCC2)c(S(=O)(=O)Nc2cccc(Br)c2)c(C)n1C	13	6	3	-2	-4
41	COc1ccc([C@@H](OC)[C@@]2(Cc3ccc(O)cc3)N=C(N)N(C)C2=O)cc1	4	0	2	6	-2
42	Cc1csc(SCC(=O)Nc2cc(C(N)=O)cc(C(N)=O)c2)n1	-2	3	/	-5	5
43	CCC(C)(C)NC(=O)C(c1cccc(OC)c1OC)N(CCC(C)C)C(=O)CCC(=O)Nc1cc(C)on1 (configuration not stated)	4	-1	0	0	-1
44	COC(=O)CN1C(=O)C2(C(C#N)=C(N)Oc3n[nH]c(-c4cccs4)c32)c2ccccc21 (configuration not stated)	12	1	-4	-2	-10
45	O=C1CCCN1CCCNS(=O)(=O)c1ccc(Cl)c(C(=O)N2CCOCC2)c1	8	4	-1	-1	-3

no.	PME-1 inh	PAFAH1B2 FP inh	LYPLA1 inh	GSTO1 inh
31	-9	-2	2	4
32	3	3	-2	14
33	-3	3	-2	-2
34	3	3	5	-1
35	1	3	2	/
36	0	9	-4	9
37	-3	-1	1	1
38	-1	-1	-1	1
39	10	3	4	/
40	6	1	-1	5
41	3	8	0	/
42	/	7	/	/
43	-7	-3	-3	-2
44	1	5	-1	9
45	-1	2	0	0

New compounds follow
no.	structure	PREPL inhibitor	PAFAH1B3 inh	LYPLA2 counter	pPAFAH FP inh	PAD4 inh
46	CC(C)C[C@@H](CO)N1CCN(Cc2cccc(C#N)c2)CCC1=O	-5	5	2	2	1
47	COCCn1c(CNc2ccc(F)cc2)nnc1SCC(=O)Nc1ccc(OC)cc1OC	10	-11	0	-1	-3
48	NC(=O)CC(NC(=O)c1ccccc1)c1ccc(NCCc2ccc(Cl)cc2)c([N+](=O)[O-])c1 (configuration not stated)	3	-1	8	7	5
49	C=CCOc1nc2c(c(=O)n(Cc3ccc(Cl)cc3)c(=O)n2C)n1C	-4	-1	2	-3	-3
50	CCCCNC(=O)CCC(=O)Nc1ccc2nc(N3CCN(C)CC3)cc(C)c2c1	-3	2	-8	4	10
51	Clc1ncccc1OCc1ccccc1	-17	-1	4	4	-3
52	CCn1c(SCC(=O)Nc2ccccc2)nc2ccccc2c1=O	-1	8	1	1	1
53	COCCn1cc(C(=O)N2CCN(C)CC2)c2c3ccccc3n(C)c2c1=O	11	2	-1	0	-2
54	CCOc1ccc(/C=N/OC(C)C(=O)NCc2ccc3c(c2)OCO3)cc1 (configuration not stated)	-7	-2	2	3	4
55	CCOC(=O)N1CCc2c(sc3c2c(=O)n(Cc2ccccc2)c(=O)n3CC(=O)NCC2CCCO2)C1 (configuration not stated)	1	7	0	1	-3
56	COCCCNC(=O)C(=O)Nc1cc2c3c(c1)CCN3C(=O)CC2	12	4	-2	3	-8
57	CCN(CC1CCCO1)C(=O)C1CCN(C2CCN(Cc3ccccc3C)CC2)CC1 (configuration not stated)	27	-2	4	-1	-5
58	COc1ccc(S(=O)(=O)N2CCC(C(=O)Nc3nnc(CCN4CCCCC4)s3)CC2)cc1	1	14	2	-5	-1
59	CCn1c(SCC(=O)Nc2ccccc2OC)nnc1-c1cnccn1	-2	-5	0	2	-3
60	Cc1ccc(S(=O)(=O)c2cnc3cc(C)nn3c2N)cc1	7	6	-7	-6	-2
61	CCN1C(=O)/C(=C/c2c(C)nn(C)c2C)SC1=S	12	18	-3	10	-2
62	COc1ccc(C(=O)NC(=S)Nc2nc(C)c(C(=O)N(C)C)s2)cc1	17	9	-1	4	-2

no.	PME-1 inh	PAFAH1B2 FP inh	LYPLA1 inh	GSTO1 inh
46	2	8	-3	-2
47	0	0	-2	-2
48	2	8	1	-1
49	0	0	-2	4
50	0	3	-1	-1
51	0	2	1	-8
52	-4	1	0	1
53	-2	4	2	-7
54	2	1	1	1
55	4	-3	1	-4
56	-7	1	0	2
57	1	-8	-1	-4
58	5	4	3	7
59	-5	0	4	4
60	-8	1	-6	11
61	11	1	-1	-2
62	-4	0	-1	16

Structures shown so far that contain a furan ring, fused or not:
no.	structure	PREPL inhibitor	PAFAH1B3 inh	LYPLA2 counter	pPAFAH FP inh	PAD4 inh
10	O=C(c1ccco1)N1CCN(C(=O)c2ccccc2Oc2ccccc2)CC1	6	2	4	4	1
13	COC(=O)c1ccc(Cn2cnc3c(cnn3-c3ccc(F)cc3)c2=O)o1	2	4	8	2	8
20	O=C(CSc1nnc(-c2cccs2)o1)NCc1ccco1	-5	2	1	-4	0
24	COc1ccccc1-c1cc2nc(C)c(CCC(=O)NCc3ccco3)c(C)n2n1	-4	1	5	5	-2

no.	PME-1 inh	PAFAH1B2 FP inh	LYPLA1 inh	GSTO1 inh
10	0	2	0	2
13	8	3	2	-3
20	-2	0	1	0
24	-1	0	0	1

Only PREPL inhibitor, pPAFAH FP inh and LYPLA1 inh, for some of the entries so far:
entry	molecule	PREPL inhibitor	pPAFAH FP inh	LYPLA1 inh
10	O=C(c1ccco1)N1CCN(C(=O)c2ccccc2Oc2ccccc2)CC1	6	4	0
11	COCC(=O)Nc1ccc(Br)cc1C	12	-2	3
12	CC1CCc2cc(F)ccc2N1C(=O)CSc1nnc2c(n1)[nH]c1ccccc12 (configuration not stated)	-39	-5	-4
13	COC(=O)c1ccc(Cn2cnc3c(cnn3-c3ccc(F)cc3)c2=O)o1	2	2	2

Only part of the results is shown, so the mix of outcomes need not match the whole.
